GBA activity up: GBA activity enhancers in patient fibroblasts, primary screen, cell-based; actives 0.44% (n = 30,000); activation, % at 10 µM; Lysosomal acid glucosylceramidase (Homo sapiens), P04062; AID 784, 2007; L444P Gaucher fibroblasts, 4-MU-glucoside fluorescence, 3 days; in the data active = activation above about 65%;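 also: 0% = vehicle wells and 100% = positive control wells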
Target sequence (P04062 whole entry L483P): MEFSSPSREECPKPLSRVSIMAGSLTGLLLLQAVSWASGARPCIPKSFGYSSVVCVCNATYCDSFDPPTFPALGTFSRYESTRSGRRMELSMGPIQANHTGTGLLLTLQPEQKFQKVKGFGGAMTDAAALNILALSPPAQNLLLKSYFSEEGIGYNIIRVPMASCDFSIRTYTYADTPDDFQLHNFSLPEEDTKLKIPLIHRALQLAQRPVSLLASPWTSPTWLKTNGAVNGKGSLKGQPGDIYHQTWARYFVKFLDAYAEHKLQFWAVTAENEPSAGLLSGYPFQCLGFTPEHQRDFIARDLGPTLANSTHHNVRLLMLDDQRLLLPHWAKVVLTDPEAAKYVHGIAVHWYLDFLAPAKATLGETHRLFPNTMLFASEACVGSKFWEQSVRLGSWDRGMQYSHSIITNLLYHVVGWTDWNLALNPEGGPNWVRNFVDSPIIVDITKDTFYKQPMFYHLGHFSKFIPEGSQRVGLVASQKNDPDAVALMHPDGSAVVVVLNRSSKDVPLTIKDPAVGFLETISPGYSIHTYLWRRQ
* hit, by the source's call.

SMILES	GBA activity up
CCOC(=O)C(CC)Sc1nc(N)c(NC(=O)c2ccc(OC)c(OC)c2)c(=O)[nH]1 (stereo not given)	-3.7
Cc1cc(NC(=O)CSc2nnc(-c3ccoc3C)n2N)no1	-9.4
Fc1ccccc1CSc1nnc(-c2ccccc2)o1	33.9
COc1cc(C(=O)OC(C)CN2CCN(C)CC2)cc(OC)c1OC (stereo not given)	-8.7
O=C1NC(c2cccs2)Nc2sc3c(c21)CCCC3 (stereo not given)	-6.1
Cc1nc2ncnn2c(N2CCC(C(=O)NCC3CCCO3)CC2)c1Cc1ccccc1 (stereo not given)	-11.7
COc1ccc(/C(O)=C2/C(=O)C(=O)N(CCCC(=O)O)C2c2ccc(OC)cc2)cc1 (stereo not given)	-14.5
Cc1cc(NC(=O)CSc2nnc(C3COc4ccccc4O3)o2)no1 (stereo not given)	-1.8
CC1CCCN(C(=O)c2ccncc2)C1 (stereo not given)	2.3
CN=CC1=C(O)c2ccccc2C1=O	3.6
CCC1(CC)C(=O)NC(=O)NC1=NCCc1c[nH]c2ccccc12	-58.9
c1ccc2[nH]c(SCCN3CCOCC3)nc2c1	-31.8
CCC(=O)N(Cc1cc2cc(OC)ccc2[nH]c1=O)c1cccc(C)c1	-33.3
O=C(NC(=O)c1cccc(OC(F)(F)C(F)F)c1)OC1CCS(=O)(=O)C1 (stereo not given)	43.5
Cc1cc(C)c(C)c(OCC(=O)NCC2CCCO2)c1 (stereo not given)	-7.4
COc1ccc(CN(C(C)=O)c2cccc(C)c2C)cc1	-11.0
O=C(Cn1c(=O)n(Cc2ccco2)c(=O)c2c3c(sc21)CCCC3)Nc1ccccc1	-4.7
COc1cc(S(=O)(=O)N2CCN=C2c2ccccc2)ccc1F	-15.6
COC(=O)COc1cccc(NC(=O)COc2ccccc2)c1	0.2
CC1CCN(c2oc(-c3cccc4ccccc34)nc2C#N)CC1	-16.6
O=C(O)C1C2C=CC(C2)C1C(=O)N1CCN(CCO)CC1 (stereo not given)	-1.8
Cc1ccc(OCC(O)CN2CCN(CC(O)COc3ccc(C)cc3Cl)CC2)c(Cl)c1 (stereo not given)	-18.6
Cc1csc(NC(=O)c2c(O)c3c(n(CC(C)C)c2=O)CCCC3)n1	-6.7
CC(C)C(NC(=O)c1cccs1)C(=O)NC1=NCCS1 (stereo not given)	-10.4
Cn1c(=O)[nH]c(=O)c2c1nc(N1CCOCC1)n2CC(O)COc1ccccc1 (stereo not given)	-4.8
(cont.)
SMILES	GBA activity up
CC1CCN(C(=O)c2cc3ccccc3o2)CC1	1.0
Cc1nc(Nc2ccc(F)cc2)[nH]c(=O)c1CCC(C)C	37.6
O=C(Nc1ccc2c(c1)OCO2)C1CCCN1C(=O)NCc1ccccc1 (stereo not given)	-24.0
N#CCCN(Cc1cccnc1)S(=O)(=O)c1ccc(S(=O)(=O)N2CCCCCC2)cc1	17.6
O=C(CC(NCCN1CCOCC1)C(=O)O)Nc1cccc(Cl)c1 (stereo not given)	-6.7
Nc1cccc(C(=O)O)c1	-3.6
COc1ccccc1NS(=O)(=O)c1ccc(NC(=O)c2nc3ncccn3n2)cc1	-25.7
O=C(CCSc1nc2cc(Cl)ccc2o1)N1CCOCC1	7.0
NC(=O)C1CCCN(C(=O)Nc2cccc3ccccc23)C1 (stereo not given)	15.8
Cc1nc2nc(-c3ccccc3)cn2nc1C	7.5
O=C(CSc1ncn(-c2ccccc2)n1)Nc1ccc2c(c1)OCO2	-26.0
Cc1cccc(Nc2ncc3c(n2)CC(C)CC3=O)c1 (stereo not given)	-22.7
O=C(C1CCC1)N1CCc2cc(S(=O)(=O)NCCN3CCN(c4ccccc4F)CC3)ccc21	-42.6
CCOc1ccccc1/C=c1\sc2ncnn2c1=O	-23.4
COc1ccc(N=c2oc3c(OC)cccc3cc2C(=O)NCc2ccco2)c(OC)c1	-115.6
CCOC(=O)c1[nH]c2ccccc2c1NC(=O)C1CCCC1	-17.6
COC(=O)c1ccccc1NC(=O)C1CCCN(S(=O)(=O)c2ccccc2)C1 (stereo not given)	-10.9
O=C(NCCOc1ccccc1)C1CCCN1C(=O)c1cccs1 (stereo not given)	-14.2
Clc1ccc(Oc2nc(Oc3ccc(Cl)cc3)nc(N3CCOCC3)n2)cc1	-1.3
CCOc1ccc2[nH]c(=O)c(CN(Cc3ccc(F)cc3)C(=O)c3ccco3)cc2c1	-23.2
Cc1nc2ncnn2c(N2CCN(C(=O)c3cccc(F)c3)CC2)c1Cc1ccccc1	1.3
Cc1cc(C)nc(SCc2nnc(SCC#N)n2-c2cccc(Cl)c2)n1	-20.4
CCOC(=O)Cn1c(CN(Cc2ccccc2)Cc2ccccc2)nc2c1c(=O)[nH]c(=O)n2C	8.7
CCOC(=O)c1nnn(-c2ccccc2C#N)c1C	-8.0
O=C1CCC(=O)N1OCCCOc1ccc2c(c1)CCC2	-53.7

In a second layout: results already given
compound: Cc1cc(C)nc(SCc2nnc(SCC#N)n2-c2cccc(Cl)c2)n1
  GBA activity up: -20.4

compound: CCOC(=O)Cn1c(CN(Cc2ccccc2)Cc2ccccc2)nc2c1c(=O)[nH]c(=O)n2C
  GBA activity up: 8.7

compound: CCOC(=O)c1nnn(-c2ccccc2C#N)c1C
  GBA activity up: -8.0

(next part)
SMILES	GBA activity up
Cc1nn(-c2cccc(C(F)(F)F)c2)c(Cl)c1/C=N/n1cnnc1	-12.4
Cc1ccccc1Cn1cc(S(=O)(=O)CC(=O)Nc2nccs2)c2ccccc21	-19.9
O=C1CN(C(=O)COC(=O)CCC(=O)c2ccc3c(c2)OCCO3)c2ccccc2N1	-8.3
COCCSc1ccccc1C(=O)NCC1CCCO1 (stereo not given)	-3.7
CCC(C(=O)Nc1ccccc1C(=O)N1CCCC1)N1C(=O)c2ccccc2C1=O (stereo not given)	5.4
OC1CCN(C(c2ccc3ncccc3c2)c2nnnn2C2CCCCC2)CC1 (stereo not given)	0.2
CCOc1ccc(NC(=O)N(C2CCCCC2)C(C)c2ccncc2)cc1 (stereo not given)	9.6
Cc1c(/C=N/n2cnnc2)c2ccccc2n1CCOc1ccc(Cl)cc1	-59.5
O=C(O)Cn1cnc2scc(-c3cccs3)c2c1=O	-21.2
COc1ccc2nc(-n3c(C)ccc3C)sc2c1	-25.2
CC(=O)c1cccc(NC(=O)c2cccc(S(=O)(=O)N(C)C)c2)c1	-22.1
CN1C(=S)SC(C)(C)C1(C)NO (stereo not given)	10.2
COc1ccc(-n2nc(C(=O)NCC(=O)NCc3ccco3)c3ccccc3c2=O)cc1Cl	13.5
CCOc1cc(C(=O)Nc2ncccn2)cc(OCC)c1OCC	-4.7
O=c1oc2c3c4c(cc2cc1-c1nc2ccccc2[nH]1)CCCN4CCC3	20.9
Cc1cnc(NC(=O)CSc2nnc(-c3cccs3)n2C)s1	-36.8
Cc1cc(C)c(C#N)c(=N)o1	3.2
CCOC(=O)Nc1oc2ccccc2c(=O)c1CN1CCOCC1	-13.8
Cc1cc(NC(=O)c2ccccc2NS(=O)(=O)c2c(C)c(C)cc(C)c2C)no1	-3.8
CC(C)(C)c1ccc(C(=O)/C=C2\NC(=O)CS2)cc1	-25.4
O=c1c2c(nc3n1CCCCC3)-c1ccccc1CC21CCCC1	9.2
CC(=O)C1=C(C)OC(N)=C(C#N)C1c1ccco1 (stereo not given)	-29.6
CS(=O)(=O)N(CC(=O)Nc1ccc2c(c1)OCCO2)c1ccc2c(c1)OCO2	-21.9
O=C(c1ccc(NS(=O)(=O)c2cccc3cccnc23)cc1)N1CCOCC1	-84.1
O=C(CCCSc1nc2ccccc2s1)NC1=NCCS1	-9.5

The closing 4 records of the part before are carried over, then new ones follow:
SMILES	GBA activity up
CC(=O)C1=C(C)OC(N)=C(C#N)C1c1ccco1 (stereo not given)	-29.6
CS(=O)(=O)N(CC(=O)Nc1ccc2c(c1)OCCO2)c1ccc2c(c1)OCO2	-21.9
O=C(c1ccc(NS(=O)(=O)c2cccc3cccnc23)cc1)N1CCOCC1	-84.1
O=C(CCCSc1nc2ccccc2s1)NC1=NCCS1	-9.5
O=c1[nH]c2cc(Cl)cc(Cl)c2[nH]c1=O	-37.0
CCNc1nc(NCC)n2c(SCC(=O)O)nnc2n1	-33.9
Cc1cc(C(=O)OCC(=O)N(C)C2CCS(=O)(=O)C2)c(C)n1-c1ccccc1 (stereo not given)	2.3
CC1C(O)=C(c2nc3ccccc3[nH]2)C(=N)N1c1ccccc1 (stereo not given)	-13.8
Cc1ccc(C(=O)Nc2ccc3c(c2)CCC3)o1	1.3
Nc1ccccc1NC1=CC(=O)CC(c2ccco2)C1 (stereo not given)	3.0
O=C(NCc1ccco1)c1ccc(Br)c(S(=O)(=O)N2CCCCC2)c1	-3.4
CC(=O)CCc1c(C)c2cccc(C)c2[nH]c1=O	-4.7
Cc1cc(C)cc(NC(=O)CN(C)S(=O)(=O)c2cnc[nH]2)c1	-7.2
O=C(Nc1ccc(Cl)cc1C(=O)Nc1ccc(Br)cn1)c1ccco1	6.6
COc1ccc(OC)c(NC(=O)c2cc3n(n2)C(C(F)(F)F)CC(c2ccc4c(c2)OCO4)N3)c1 (stereo not given)	6.0
CC(OC(=O)c1ccco1)C(=O)NC1CCCCC1 (stereo not given)	-3.6
CC(=O)N(C)c1ccc(NC(=O)c2cnn(C)c2)cc1	60.3
O=C(Nc1ccc(N2CCOCC2)cc1)C1CCCN(S(=O)(=O)c2ccccc2)C1 (stereo not given)	-0.2
CCOC(=O)C1CCN(C(=O)C2CCN(S(=O)(=O)N3CCCC3)CC2)CC1	-12.7
O=S(=O)(c1cccs1)N1CN(Cc2cccs2)c2nc3ccccc3nc21	0.7
CC(=O)CSc1ncnc2c1oc1ccccc12	2.7
C=CCC(NCc1ccco1)c1ccc(OC)cc1OC (stereo not given)	-10.2
Cc1cc(C)n(C(=O)c2cccc(S(=O)(=O)N3CCOCC3)c2)n1	-0.9
CCCCCNC(=O)c1ccc2c(=O)[nH]c3c(C(=O)NCC4CCCO4)sc(=S)n3c2c1 (stereo not given)	9.9
NC(=O)C(Cc1ccccc1)NS(=O)(=O)c1ccc(N2CCCC2=O)cc1 (stereo not given)	-4.8
O=c1c2c(nc3c(-c4ccccc4)c[nH]n13)CCCC2	-6.4
COc1ccc(-c2noc(CCCOc3ccccc3)n2)cc1OC	-27.4
Cc1ccc(C2C3CSCC=C3C(C#N)=C(N)C2(C#N)C#N)cc1 (stereo not given)	-12.7
CCOc1ccc(C2CC(c3cccc(OC)c3OC)n3nnnc3N2)cc1Cl (stereo not given)	5.9

The last 5 records of the section above open the next one:
SMILES	GBA activity up
NC(=O)C(Cc1ccccc1)NS(=O)(=O)c1ccc(N2CCCC2=O)cc1 (stereo not given)	-4.8
O=c1c2c(nc3c(-c4ccccc4)c[nH]n13)CCCC2	-6.4
COc1ccc(-c2noc(CCCOc3ccccc3)n2)cc1OC	-27.4
Cc1ccc(C2C3CSCC=C3C(C#N)=C(N)C2(C#N)C#N)cc1 (stereo not given)	-12.7
CCOc1ccc(C2CC(c3cccc(OC)c3OC)n3nnnc3N2)cc1Cl (stereo not given)	5.9
CCn1c(SCC(=O)N2c3ccccc3Sc3ccccc32)nnc1-c1ccco1	-11.4
CCOC(=O)c1cc2sccc2n1CC(=O)N1CCCc2ccccc21	-5.5
CCn1c(CNC(=O)c2ccc(OC)cc2)nnc1SCC(=O)c1ccccc1	24.5
Clc1ccc(OCc2nnc(SCCN3CCCCC3)n2Cc2ccco2)cc1	-7.3
Cc1nn(Cc2ccc(F)cc2)c(C)c1NC(=O)c1cc(-c2ccco2)on1	-2.3
CCOc1ccc(OCC)c(NC(=O)c2ccc(CNc3c(N4CCOCC4)c(=O)c3=O)cc2)c1	-26.9
COc1ccc(-c2nn(CCC(=O)O)cc2CCC(=O)O)cc1	-6.1
CCOCCCNS(=O)(=O)c1ccc2c(c1)CCN2C(=O)CC	-15.8
COc1ccccc1-c1cn(S(=O)(=O)c2ccc(F)cc2)nc1N	-69.3
CCSc1nnc(NC(=O)c2csc3c2CCC(C)C3)s1 (stereo not given)	-10.5
CCCn1nnnc1NCc1ccccc1OCc1ccc(F)cc1	-5.6
O=C(c1ccc(S(=O)(=O)Nc2ccccc2)cc1)N1CCOCC1	-23.4
c1ccc(NCCCNc2ccccc2)cc1	-20.1
Cn1cc(CNC(=O)Nc2ccc3c(c2)OCO3)cn1	5.4
OCCNc1nc(OCC(F)(F)F)nc(N2CCN(C34CC5CC(CC(C5)C3)C4)CC2)n1	-15.1
CCC(Sc1ncccc1C(=O)OCCN1CCCC1=O)C(=O)NCc1ccco1 (stereo not given)	8.1
CC(=O)c1cccc(NC(=O)NCc2cccnc2)c1	-18.3
Cn1c(COc2ccccc2)nnc1SCCC(=O)Nc1ccccc1	-13.4
Cn1c(SCC(=O)N2CCCC2)nc2ccccc2c1=O	-2.3
CC(=O)Nc1ccc(S(=O)(=O)Nc2nc3c(s2)CCCC3)cc1	-1.2
CCOC(=O)c1ccc(N(CC(=O)NC2CCCC2)C(=O)CNC(=O)c2ccco2)cc1	2.0
O=C(CS(=O)(=O)c1c[nH]c2ccccc12)Nc1ccc2c(c1)OCCO2	-3.5
Clc1cccc(OCCN2CCOCC2)c1	-16.0
CCCC(=O)Nc1ccc(C(=O)NCCCn2ccnc2)cc1	-11.0
CCc1ccc(N2CC(C)Cn3c2nc2c3c(=O)n(CCN3CCOCC3)c(=O)n2C)cc1 (stereo not given)	-6.3
(next part)
SMILES	GBA activity up
COc1ccc(S(=O)(=O)N[C@H](C(=O)O)C(C)C)cc1	-5.6
CCOc1ccc(NC(=O)c2nnn(CC(=O)Nc3ccccc3OCC)c2N)cc1	-12.2
COc1cc(N(C)C)c(NC(C)=O)cc1C(=O)O	-21.5
C[C@]12CCC(=O)C=C1CC[C@@H]1[C@@H]2C(=O)C[C@@]2(C)[C@H]1CC[C@]2(O)C(=O)CO	-30.9
O=C(NC1CCCC1)NS(=O)(=O)c1ccccc1Cl	-1.1
CCN(c1ccccc1)S(=O)(=O)c1ccc(OCc2c(C)noc2C)cc1	53.9

High-throughput results (PubChem BioAssay)

Not all compounds are listed, so the mix of outcomes need not match the whole.
